Assay outcomes: PubChem, several laboratories
AGP1-GFP MLPCN – modulators of TOR pathway AGP1-GFP in S. cerevisiae. S. cerevisiae AGP1-GFP multiplex flow cytometry, 3 h; GFP as percent of DMSO wells. GFP response vs DMSO, % at 10 µM. 0.02% of 320,000 active. AID 2066;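 active = GFP response relative to DMSO above a set limit, near screen average plus 3 SD, cut at about 150% in these data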;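 note: median GFP channel fluorescence of the gated AGP1 strain per well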
procasp7 counter – activates human procaspase-7, counter-screen for procaspase-3 activators. P55210. recombinant procaspase-7, Ac-DEVD-pNA absorbance 405 nm; D23A/D198A/D206A triple mutant, cannot self-cleave; scale: DMSO 0, 5 µM enzyme 100. activation, % at 8.5 µM. 0.093% of 330,000 active. AID 463210;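 active = percent activation above the screen-wide mean plus 3 SD, cut at about 25% in these data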
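Assay system: Uncleavable procaspase-7 mutant enzyme / Input: 2 µM procaspase-7 mutant as dispensed / Dosing: single nominal 8.5 µM compound dose, 0.8% DMSO final / Timing: 1 h enzyme–compound preincubation and 2 h substrate reaction, both 25 °C / Detection: p-Nitroaniline absorbance at 405 nm, read at 0 and 120 min / Replication: singlicate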
AHR activator – human AHR activation; AHR-responsive luciferase reporter cells, luminescence; 2.5% of 320,000 active; activation, % at 5 µM; in the data active = activation above about 47%;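 note: 0% = vehicle wells and 100% = reference agonist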
Target sequence (P35869 whole entry, looked up): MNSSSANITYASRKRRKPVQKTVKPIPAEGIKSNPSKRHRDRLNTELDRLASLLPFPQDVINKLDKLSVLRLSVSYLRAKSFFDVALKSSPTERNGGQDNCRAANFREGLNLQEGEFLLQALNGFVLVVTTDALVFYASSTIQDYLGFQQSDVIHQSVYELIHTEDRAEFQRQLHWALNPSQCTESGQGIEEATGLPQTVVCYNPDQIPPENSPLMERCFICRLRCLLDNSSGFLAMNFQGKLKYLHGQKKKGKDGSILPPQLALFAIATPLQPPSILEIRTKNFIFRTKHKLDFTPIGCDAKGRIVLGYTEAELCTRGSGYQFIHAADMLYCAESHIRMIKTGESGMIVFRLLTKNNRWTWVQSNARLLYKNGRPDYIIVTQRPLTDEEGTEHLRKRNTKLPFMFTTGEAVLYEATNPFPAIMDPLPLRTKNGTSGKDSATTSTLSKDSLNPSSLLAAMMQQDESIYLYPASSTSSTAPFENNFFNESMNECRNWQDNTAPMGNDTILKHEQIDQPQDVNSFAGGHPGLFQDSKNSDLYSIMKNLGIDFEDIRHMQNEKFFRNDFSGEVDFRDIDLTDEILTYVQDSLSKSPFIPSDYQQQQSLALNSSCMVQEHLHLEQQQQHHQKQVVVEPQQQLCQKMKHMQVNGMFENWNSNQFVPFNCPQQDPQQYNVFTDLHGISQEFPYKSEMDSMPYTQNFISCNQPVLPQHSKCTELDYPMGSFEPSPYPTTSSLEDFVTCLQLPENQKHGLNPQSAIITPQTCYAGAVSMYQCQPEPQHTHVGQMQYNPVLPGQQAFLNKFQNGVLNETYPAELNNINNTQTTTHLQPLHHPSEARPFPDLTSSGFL
LAP4 TOR yeast – alters LAP4-GFP fluorescence in TOR pathway yeast screen | S. cerevisiae LAP4-GFP multiplex, flow cytometry GFP, 3 h; median GFP as percent of DMSO wells | GFP response vs DMSO, % at 10 µM | 0.34% of 320,000 active;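 active = GFP response vs DMSO above a set limit, about the screen mean plus 3 SD, cut at about 150% in these data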
proCasp3 act – activators of human procaspase-3 | 0.11% of 330,000 active | P42574 | activation, % at 8.5 µM | AID 463141 | recombinant procaspase-3 D3A, Ac-DEVD-pNA absorbance 405 nm;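 active = activation above the mean of all tested compounds plus 3 SD, cut at about 21% in these data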;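 note: 0% = DMSO alone and 100% = DMSO wells spiked with extra 5 µM PC-3 D3A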
Target sequence (P42574 whole entry D9A/D28A/D175A): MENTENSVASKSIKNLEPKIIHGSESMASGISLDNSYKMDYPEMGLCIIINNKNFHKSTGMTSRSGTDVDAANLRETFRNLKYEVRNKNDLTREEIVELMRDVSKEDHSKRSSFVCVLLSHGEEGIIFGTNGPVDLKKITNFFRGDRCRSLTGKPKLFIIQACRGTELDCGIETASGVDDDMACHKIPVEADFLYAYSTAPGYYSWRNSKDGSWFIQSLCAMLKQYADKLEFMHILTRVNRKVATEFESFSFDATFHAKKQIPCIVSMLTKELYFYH
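Assay system: Autoprocessing-dead procaspase-3 D3A mutant enzyme; also added: Ac-DEVD-pNA; doses: one concentration, 8.5 µM nominal, 0.8% DMSO; times: 1 h compound preincubation, 2 h substrate hydrolysis at 25 °C; technique: 405 nm absorbance of p-nitroaniline, reads at 0 and 120 min; measure: % activation between DMSO and enzyme-spiked controls; repeats: single replicate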
CIT2 TOR yeast – modulators of TOR pathway CIT2-GFP in S. cerevisiae | S. cerevisiae CIT2-GFP strain, flow cytometry, 3 h; 100 means same as DMSO wells | GFP response vs DMSO, % at 10 µM | 0.065% of 320,000 active;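 active = GFP response relative to DMSO above a set limit, near the screen mean plus 3 SD, cut at about 150% in these data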;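 note: ratio of well median GFP fluorescence to mean of DMSO wells on the plate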
RPL19A-GFP yeast – modulators of TOR pathway RPL19A-GFP in S. cerevisiae; 0.3% of 330,000 active; S. cerevisiae RPL19A-GFP strain, flow cytometry, 3 h; stronger effect = lower value; AID 2025; percent response vs DMSO, % at 10 µM;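 active = percent response vs DMSO below 50%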;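 note: median channel GFP fluorescence of the barcoded RPL19A-GFP strain; ratio of sample median GFP to plate DMSO average so 100% = DMSO; lower means less RPL19A-GFP as with rapamycin TOR inhibition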
MEP2-GFP yeast – alters MEP2-GFP fluorescence in TOR pathway yeast screen | S. cerevisiae MEP2-GFP strain, flow cytometry GFP, 3 h; 100% = DMSO control level | GFP response vs DMSO, % at 10 µM | 0.51% of 330,000 active;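 active = GFP response versus DMSO above a set limit, roughly screen mean plus 3 SD, cut at about 180% in these data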;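 note: median GFP fluorescence of the barcode-gated MEP2-GFP cells per well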
Starred values were filed as active, the others as inactive; . = not tested or not shown.

SMILES | AGP1-GFP MLPCN | procasp7 counter | AHR activator | LAP4 TOR yeast | proCasp3 act | CIT2 TOR yeast | RPL19A-GFP yeast | MEP2-GFP yeast
C=C(C)C1Cc2c(C)nn(-c3ccccn3)c2C1 (configuration not stated) | 97.8 | 8.9 | 1.5 | 95.6 | 4.8 | 104.0 | 98.8 | 101.3
CC1CCCC(NC(=O)COC(=O)c2sc3ccccc3c2Cl)C1C (configuration not stated) | 99.8 | 5.9 | 0.1 | 100.8 | 5.9 | 106.9 | 103.5 | 134.8
COc1cccc(N(CC(=O)NC2CCCC2)C(=O)CCCC(=O)Nc2ccccn2)c1 | 99.5 | 8.3 | 2.2 | 96.9 | 4.3 | 97.6 | 98.7 | 81.9
CCc1nc2c(c(=O)[nH]1)C(CC)(CC)Cc1ccccc1-2 | 103.5 | 4.2 | 10.1 | 97.5 | 1.7 | 101.2 | 102.2 | 105.4
COC(=O)c1cc(S(=O)(=O)NCC2CCN(Cc3ccc(Cl)cc3)CC2)cn1C | 97.5 | -2.9 | -0.1 | 101.6 | -2.2 | 95.5 | 101.2 | 108.5
CCOC(=O)/C(C(=O)Nc1ccccc1Br)=C1/NC(C)(C)Cc2ccccc21 | 90.5 | 8.0 | 1.3 | 85.6 | 1.0 | 89.2 | 100.9 | 98.8
O=C(COC(=O)C1CC1)Nc1ccccc1Sc1ccccc1 | 99.8 | -7.7 | -1.3 | 97.6 | -4.5 | 95.0 | 103.3 | 107.2
COc1cc(C2C(C(=O)c3ccc(C)o3)=C(O)C(=O)N2Cc2cccnc2)ccc1O (configuration not stated) | 90.5 | 3.3 | -0.9 | 86.6 | -1.2 | 96.0 | 98.6 | 95.8
C[C@H]1CN([C@@H](C)CO)C(=O)c2cc(NS(=O)(=O)c3ccc(F)cc3)ccc2O[C@H]1CN(C)S(=O)(=O)c1cn(C)cn1 | 91.4 | -3.6 | -1.3 | 86.4 | -4.7 | 96.6 | 100.6 | 92.8
CCNc1nc(SCC(=O)OC)nc(N2CCOCC2)n1 | 88.5 | 6.2 | 0.3 | 93.4 | -2.6 | 98.6 | 96.9 | 92.2
CN1OCC(S(=O)(=O)c2ccccc2)C1c1ccccc1 (configuration not stated) | 106.2 | 7.7 | -0.4 | 100.1 | 8.7 | 106.7 | 99.5 | 94.6
CCCNC(=O)COC(=O)c1ccccc1C(=O)N(C)C1CCCCC1 | 107.7 | 1.1 | 0.3 | 100.0 | 3.0 | 110.5 | 109.8 | 110.6
COc1ccc(NC(=S)N2CCN(C(=O)c3ccccc3)CC2)cc1 | 102.7 | 3.4 | -1.9 | 101.2 | -8.3 | 96.2 | 97.6 | 92.6
O=C(O)COc1ccccc1/C=N/NC(=O)c1ccc(F)cc1 | 104.0 | -3.4 | 1.7 | 102.5 | 1.1 | 108.5 | 99.6 | 98.7
COCCNC(=O)c1cccc(OC2CCN(Cc3ccc(C(C)C)cc3)CC2)c1 | 88.9 | 2.9 | -1.9 | 83.8 | 3.2 | 89.8 | 91.6 | 93.2
CCOc1ccccc1N(CC(=O)NC1CCCCC1)S(C)(=O)=O | 101.0 | 1.8 | -1.9 | 98.8 | 4.1 | 107.0 | 100.5 | 97.1
CC(C)OCCCNC(=O)C1CCN(S(=O)(=O)N2CCCCC2)CC1 | 98.1 | -9.4 | -1.9 | 96.3 | -8.0 | 94.8 | 98.6 | 96.5
O=S(=O)(Nc1nc2c(s1)CCCC2)c1ccc(Br)cc1 | 104.3 | 3.6 | 4.8 | 101.8 | 6.0 | 102.3 | 98.8 | 96.8
O=C(CCN1CCCCC1c1cccnc1)NCc1ccccc1 (configuration not stated) | 103.2 | 11.2 | 2.3 | 98.2 | 7.4 | 95.2 | 96.9 | 99.5
Fc1ccc(-n2c(-c3ccco3)nc3nc4ccccc4nc32)cc1 | 103.7 | 1.9 | 1.8 | 97.6 | -3.4 | 114.6 | 101.2 | 105.5
O=[N+]([O-])c1cc(/C=N/Nc2nc3ccccc3[nH]2)c(O)cc1O | 110.1 | 4.6 | 25.2 | 101.5 | -6.1 | 108.0 | 100.2 | 113.2
Cc1c(C(=O)NCC2CCCO2)sc2nc(-c3ccccc3)cn12 (configuration not stated) | 98.5 | 1.6 | 16.2 | 106.9 | -7.0 | 100.6 | 98.5 | 103.3
O=C(O)C1(c2ccccc2)CCN(S(=O)(=O)c2ccc(F)c(F)c2)CC1 | 91.1 | -2.2 | -0.6 | 88.8 | -0.9 | 85.8 | 93.9 | 90.0
COC(=O)c1ccc(NC(=O)C(=O)N2CCN(C(=S)Nc3ccc(C)cc3)CC2)cc1 | 103.3 | 8.1 | 2.0 | 104.6 | 3.5 | 101.2 | 105.2 | 113.4
CCN(CC1CCCO1)C(=O)c1cc(COc2ccc(F)cc2F)on1 (configuration not stated) | 84.5 | 3.7 | -1.3 | 82.0 | -6.8 | 94.7 | 97.2 | 98.0
Cn1c(CC2C(=O)Nc3ccc(Br)cc32)nc2ccccc2c1=O (configuration not stated) | 103.0 | 2.4 | 50.2* | 103.1 | -1.6 | 98.7 | 96.0 | 104.2
Oc1ccc(-c2nnc(Nc3ccccc3)c3ccccc23)cc1 | 100.9 | 1.6 | 8.0 | 107.3 | 0.9 | 96.8 | 99.0 | 97.4
O=C(CSc1nnc(-c2ccco2)o1)N1CCOCC1 | 99.2 | -3.3 | 0.4 | 91.7 | -0.6 | 100.3 | 99.0 | 98.7
COc1ccc(/C(O)=C2\C(=O)C(=O)N(CC3CCCO3)C2c2cc(OC)ccc2OC)cc1 (configuration not stated) | 93.4 | -6.8 | 0.7 | 93.0 | 3.4 | 92.7 | 94.3 | 97.3
COc1ccc(S(=O)(=O)NCc2ccncc2)cc1NC(=O)c1ccc(Cl)cc1 | 101.9 | 1.9 | -5.3 | 96.9 | 5.9 | 96.0 | 95.7 | 97.0
O=C1/C(=C\c2cccc(O)c2)SC(=S)N1Cc1ccccc1 | 93.8 | 9.1 | -6.3 | 104.5 | -6.3 | 94.7 | 96.6 | 105.4
CCN(CC)CCN1C(=O)C(=O)/C(=C(/O)c2cnn(-c3ccccc3)c2C)C1c1cccnc1 (configuration not stated) | 98.4 | 8.1 | -1.4 | 100.5 | -7.6 | 97.4 | 100.2 | 103.8
CCOC(=O)CNC(=O)c1cc(-c2ccc3c(c2)OCCO3)oc1C | 98.6 | -9.3 | 5.3 | 103.8 | -1.9 | 97.5 | 99.0 | 101.8
COc1c2ccoc2c(OC[C@@H](O)C(C)(C)OC)c2oc(=O)ccc12 | 90.7 | 6.2 | 101.8* | 129.2 | 6.8 | 89.4 | 100.9 | 95.5
O=C(Nc1ccc(F)c(F)c1)C1CCN(S(=O)(=O)c2cccc3nonc23)CC1 | 95.6 | 3.1 | 1.1 | 95.9 | 4.1 | 95.8 | 99.8 | 102.9
CCOc1ccc(C(=O)NCC(=O)Nc2cc(C)ccn2)cc1OCC | 100.5 | 7.2 | 0.3 | 110.1 | 15.0 | 97.4 | 99.1 | 102.6
COc1ccc(C(C)NCCC(c2ccc(OC(C)C)cc2)c2ccccc2OC)cc1 (configuration not stated) | 95.8 | . | . | 104.6 | . | 98.6 | 101.4 | 102.9
C/C(=N/NC(=O)CNC(=O)c1cccnc1)c1ccccc1 | 98.3 | -2.7 | 20.3 | 91.9 | 8.4 | 104.5 | 98.0 | 99.4
CCN1CCN(S(=O)(=O)c2ccc(C(=O)Nc3sc4c(c3C(N)=O)CCN(CC)C4)cc2)CC1 | 109.6 | 10.1 | 4.7 | 103.4 | 1.6 | 101.3 | 94.8 | 93.6
COCCN(CC(=O)Nc1cccc(C)c1C)C(=O)Cc1sc(C)nc1-c1ccc(F)cc1 | 108.0 | -5.4 | -0.3 | 106.4 | 3.6 | 96.7 | 102.5 | 109.3
CCOc1cccc(C(=O)NC(c2ccccc2)C(C)C)c1 (configuration not stated) | 100.1 | -1.1 | 8.8 | 106.7 | 3.4 | 97.9 | 95.9 | 98.8
Cc1nc2c(C)cccn2c1/C(O)=C1\C(=O)C(=O)N(CCN(C)C)C1c1ccccc1 (configuration not stated) | 104.0 | -4.0 | -0.1 | 100.5 | 4.1 | 90.5 | 91.7 | 93.7
COC(=O)c1ccccc1NC(=O)CNC(=O)c1ccco1 | 98.4 | -3.4 | 7.8 | 107.4 | -5.3 | 97.6 | 99.7 | 113.7
O=C(NCc1ccccc1C(F)(F)F)c1cccc2c1C(=O)c1ccc(N3CCOCC3)cc1S2(=O)=O | 95.4 | 1.3 | 8.5 | 85.9 | 0.4 | 94.6 | 98.8 | 99.1
COC(=O)N/N=C/c1ccc([N+](=O)[O-])s1 | 100.6 | -1.3 | 8.1 | 113.2 | -0.1 | 105.0 | 103.1 | 112.7

Results in proCasp3 act and AGP1-GFP MLPCN (two entries from above):
Molecule	proCasp3 act	AGP1-GFP MLPCN
O=C1/C(=C\c2cccc(O)c2)SC(=S)N1Cc1ccccc1	-6.3	93.8
CCN(CC)CCN1C(=O)C(=O)/C(=C(/O)c2cnn(-c3ccccc3)c2C)C1c1cccnc1 (configuration not stated)	-7.6	98.4

Next results
SMILES | AGP1-GFP MLPCN | procasp7 counter | AHR activator | LAP4 TOR yeast | proCasp3 act | CIT2 TOR yeast | RPL19A-GFP yeast | MEP2-GFP yeast
CCOC(=O)C(Cc1ccccc1)NC(=O)CCCC(=O)c1ccccc1 (configuration not stated) | 109.2 | -1.3 | 1.8 | 106.2 | -6.4 | 115.2 | 112.3 | 114.2
O=C(c1cn[nH]c1)c1cc(F)ccc1O | 96.6 | -0.1 | 3.5 | 97.9 | -4.5 | 98.9 | 96.2 | 94.5
CCN(CC)CCN1C(=O)C(O)=C(C(=O)c2ccco2)C1c1ccccn1 (configuration not stated) | 99.7 | -13.0 | -1.6 | 109.9 | -10.7 | 89.2 | 100.0 | 105.8
COc1cc2ccccc2cc1C(=O)OCC(=O)N(C)c1c(N)n(Cc2ccccc2)c(=O)[nH]c1=O | 101.0 | -0.1 | 4.7 | 103.4 | 1.4 | 87.0 | 93.5 | 103.6
CC1CCCC(C)N1C(=O)CSc1ncccn1 (configuration not stated) | 82.2 | -2.1 | 0.0 | 92.8 | -4.6 | 94.0 | 91.6 | 91.4
CC12CN(C(=O)c3ccco3)CC(c3ccccc3)(CN(C(=O)c3ccco3)C1)C2=O | 101.5 | -14.5 | 1.4 | 92.7 | -12.2 | 103.4 | 97.5 | 102.7
COc1ccc(Nc2ncnc3scc(-c4ccc(OC)cc4)c23)cc1 | 87.0 | 2.5 | 1.0 | 100.6 | -3.7 | 89.9 | 94.8 | 95.5
Cc1nc(C)c(C(=O)N/N=C/c2cn(C)c3ccccc23)s1 | 98.9 | 6.0 | 96.9* | 98.6 | 6.0 | 102.0 | 97.5 | 101.2
Cc1ccc(C(=O)CCC(=O)Nc2cccc(C)c2)cc1 | 88.8 | . | . | 101.3 | . | 95.5 | 97.9 | 113.5

Arranged by value in RPL19A-GFP yeast (smallest number first): some entries from above.
molecule,AGP1-GFP MLPCN,AHR activator,LAP4 TOR yeast,proCasp3 act,CIT2 TOR yeast,RPL19A-GFP yeast,MEP2-GFP yeast
COc1cc2ccccc2cc1C(=O)OCC(=O)N(C)c1c(N)n(Cc2ccccc2)c(=O)[nH]c1=O,101.0,4.7,103.4,1.4,87.0,93.5,103.6
CC12CN(C(=O)c3ccco3)CC(c3ccccc3)(CN(C(=O)c3ccco3)C1)C2=O,101.5,1.4,92.7,-12.2,103.4,97.5,102.7
CCN(CC)CCN1C(=O)C(O)=C(C(=O)c2ccco2)C1c1ccccn1 (configuration not stated),99.7,-1.6,109.9,-10.7,89.2,100.0,105.8

Compounds as they come; 3.5% or so of the library scored in one or more.
